Screening results (PubChem BioAssay)
TAAR1 agonist: human TAAR1 agonists, primary screen, Fluo-8 calcium fluorescence, CHO RD-HGA16 cells. activation, % at 3 µM. AID 624467, 2012. 360,000 tested, 0.99% active. Trace amine-associated receptor 1 (Homo sapiens), Q96RJ0. vehicle wells 0%, saturating PEA agonist 100%;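 active means activation above the mean activation of all test compounds in the run plus 3 SD, cut at about 38% in these data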
Target sequence (Q96RJ0 whole entry, looked up): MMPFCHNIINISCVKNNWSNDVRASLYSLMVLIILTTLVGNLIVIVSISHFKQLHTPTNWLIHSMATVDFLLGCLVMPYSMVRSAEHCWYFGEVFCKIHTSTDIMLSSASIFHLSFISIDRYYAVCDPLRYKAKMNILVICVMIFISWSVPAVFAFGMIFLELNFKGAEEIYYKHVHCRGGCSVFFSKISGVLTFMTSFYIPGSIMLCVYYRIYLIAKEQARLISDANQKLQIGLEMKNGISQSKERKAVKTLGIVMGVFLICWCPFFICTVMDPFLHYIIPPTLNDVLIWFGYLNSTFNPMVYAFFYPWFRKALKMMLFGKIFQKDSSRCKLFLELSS
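Test system: RD-HGA16 (CHO) cells co-expressing Gα16 and hTAAR1 | Doses: Single dose, 3 µM | Schedule: 17-24 h seeding, 75 min 37 °C dye, 30 min RT | Evaluation: % activation from peak over basal fluorescence ratio, DMSO-to-PEA scaled | Technique: Kinetic Fluo-8 calcium fluorescence | Benchmarks: Low control DMSO, high control PEA (EC100)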
CHRM1 antagonist: human M1 muscarinic receptor antagonists, primary screen, CHO-K1 cells, Fluo-8 calcium fluorescence, 1536-well; CHO-K1 hM1, ACh EC80 antagonist; Muscarinic acetylcholine receptor M1 (Homo sapiens), P11229; 360,000 tested, 1.3% active; inhibition, % at 3 µM;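 active means percent inhibition above its own plate's cutoff, namely the mean of that plate's compound wells plus 3 SD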;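 further: peak over basal fluorescence ratio during 140 s after agonist addition; 0% = ACh EC80 plus DMSO and 100% = DMSO alone without agonist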
Target sequence (P11229 whole entry, looked up): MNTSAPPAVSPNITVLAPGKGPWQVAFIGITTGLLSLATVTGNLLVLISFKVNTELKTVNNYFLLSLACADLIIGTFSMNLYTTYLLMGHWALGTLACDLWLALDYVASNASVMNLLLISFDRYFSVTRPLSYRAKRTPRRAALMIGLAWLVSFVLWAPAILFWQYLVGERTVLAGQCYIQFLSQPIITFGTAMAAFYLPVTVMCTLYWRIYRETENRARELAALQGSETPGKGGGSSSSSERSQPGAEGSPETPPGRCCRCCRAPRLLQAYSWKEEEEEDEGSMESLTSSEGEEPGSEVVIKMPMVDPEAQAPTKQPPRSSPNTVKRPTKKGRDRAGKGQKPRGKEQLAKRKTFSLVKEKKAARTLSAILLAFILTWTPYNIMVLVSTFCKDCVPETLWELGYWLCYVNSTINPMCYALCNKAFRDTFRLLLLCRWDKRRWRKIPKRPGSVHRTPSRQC
CHO parental Ca: ATP-evoked calcium signal inhibitors, parental CHO, primary screen, counter-screen for OX1R antagonist project, cell-based, fluorescence, Fluo-8 calcium dye. parental CHO-K1, ATP-induced calcium, Fluo-8 fluorescence. inhibition, % at 5.6 µM. 330,000 tested, 0.63% active;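 active means inhibition above that plate's mean sample inhibition plus 3 SD, cut at about 26% in these data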;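 further: 0% = ATP-challenged DMSO wells and 100% = DMSO wells without ATP; some compounds past the cut are filed as inactive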
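test system = CHO parental line | reagent = ATP stimulus | measured by = intracellular calcium via Fluo-8 no-wash fluorescent dye | control set = ATP and no-ATP DMSO wells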
M1 ag parental: counter-screen for M1 agonists: effect in parental CHO-K1 cells | Fluo-8 calcium fluorescence; scaled to maximal ATP response, vehicle zero | AID 602248, 2012 | activation, % at 3 µM | 360,000 tested, 0.48% active; in the data active means activation above about 15%;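 further: untransfected CHO-K1 host cells lacking M1 receptor as counterscreen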
CHO-K1 Ca PAM: nonselective calcium activators in parental CHO-K1 cells, primary screen, counter-screen for M1 PAM project, cell-based, Fluo-8 calcium fluorescence, full deck, 1536-well | ATP EC20; 0% at ATP EC20, 100% at ATP max | activation, % at 3 µM | 360,000 tested, 0.02% active;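 active means activation above the run cutoff, the mean activation of all test compounds plus 3 SD, cut at about 40% in these data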;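 further: peak over basal fluorescence ratio in a 140 s read after ATP addition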
M1 PAM: human M1 muscarinic receptor positive allosteric modulators, primary screen, CHO-K1 cells, Fluo-8 calcium fluorescence, 1536-well; Muscarinic acetylcholine receptor M1 (Homo sapiens), P11229; CHO-K1 hM1, ACh EC20; 0% = ACh EC20, 100% = maximal ACh; activation, % at 3 µM; 360,000 tested, 0.088% active; AID 588819, 2011; in the data active means activation above about 19%, passing the limit was not always enough
CHRM1 agonist: human M1 muscarinic receptor agonists, primary screen, Fluo-8 calcium fluorescence, CHO-K1 cells, HTS; Muscarinic acetylcholine receptor M1 (Homo sapiens), P11229; CHO-K1 hM1, agonist mode; 0% DMSO, 100% acetylcholine EC100; activation, % at 3 µM; 360,000 tested, 0.33% active;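 active means activation above the run's mean compound activation plus 3 SD, cut at about 16% in these data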;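 further: peak over basal fluorescence ratio within a 140 s kinetic read after compound addition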
TAAR1 antagonist: human TAAR1 antagonists, primary screen, Fluo-8 calcium fluorescence, CHO RD-HGA16 cells | inhibition, % at 3 µM | Trace amine-associated receptor 1 (Homo sapiens), Q96RJ0 | antagonist | AID 624466, 2012 | 360,000 tested, 1.5% active;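 active means inhibition above a per-plate cutoff, the mean inhibition of test compounds on that plate plus 3 SD, cut at about 49% in these data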;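 further: 0% = DMSO plus EC80 beta-PEA response and 100% = DMSO alone without agonist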
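Assay system: RD-HGA16 CHO cells with stable hTAAR1 and Gα16 / Reagent: EC80 β-phenethylamine stimulus / Doses: 3 µM, single point / Timing: dye loading 75 min at 37 °C, then 30 min room temperature / Measured by: Fluo-8 intracellular calcium dye fluorescence, real-time kinetic reads / Controls: vehicle wells and EC80 agonist wells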
CHO-K1 Ca antag: counter-screen for M1 antagonists: effect in parental CHO-K1 cells | ATP-induced calcium, Fluo-8 fluorescence | inhibition, % at 3 µM | 360,000 tested, 0.6% active;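 active means inhibition above a per-plate cutoff, the plate's mean sample inhibition plus 3 SD, cut at about 24% in these data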;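 further: 0% = DMSO plus EC80 ATP and 100% = DMSO alone without ATP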
* hit, by the source's call; . = no result given. An unsorted share of the library; about 4.4% have a hit in one of these screens.

compound	TAAR1 agonist	CHRM1 antagonist	CHO parental Ca	M1 ag parental	CHO-K1 Ca PAM	M1 PAM	CHRM1 agonist	TAAR1 antagonist	CHO-K1 Ca antag
Cc1ccccc1-n1c(-c2ccc(Br)o2)n[nH]c1=S	3	-9	-6	0.5	15	6	-4	-8	0
COc1ccc(CCNC(=O)C2CCN(S(=O)(=O)c3cccc4nsnc34)CC2)cc1OC	3	-8	-10	1.8	25	5	-4	-1	1
COc1ccc(S(=O)(=O)N2CCOCC2)cc1Cl	2	-12	-12	0.0	13	7	-5	9	-23
O=C(NC1CCCC1)c1cccc(S(=O)(=O)Nc2ccccc2F)c1	2	4	-14	0.1	-23	8	2	-12	16
CCOC(=O)CSc1nnc(-c2ccc3ncccc3c2)n1C	1	-12	-5	0.7	20	8	-4	14	-13
COC(=O)Cn1c2ccc(C)cc2c2nc3ccccc3nc21	5	1	.	-0.3	4	16	0	-21	7
COc1cc2ncnc(NCc3ccc(F)cc3)c2cc1OC	5	-3	-13	2.1	0	4	-5	-5	-18
COc1ccc(/C=c2\sc3nc(-c4ccccc4)c(-c4ccccc4)n3c2=O)cc1OC	1	-4	-29	0.2	12	0	-3	15	-11
CCCc1nnc(NS(=O)(=O)c2ccccc2)s1	1	-12	-1	-0.3	-4	2	-3	-6	8
CCOc1cc(C(=O)NC(CC(=O)O)c2ccc(OC3CCCC3)cc2)cc(OCC)c1OCC (stereo unspecified)	0	-16	-10	3.3	2	10	-5	-9	32*
Cc1ccc(C(=O)O/N=C(\N)c2nonc2N)cc1	1	15	14	5.2	4	-5	-6	-19	13
Cc1cc(C)nc(NC(=O)Nc2ccc3c(c2)OCO3)c1	4	-9	-7	-0.6	-6	10	-5	-1	6
COc1cc(/C=N/NC(=O)c2cccnc2)cc(Br)c1O	-2	-1	-2	0.0	0	11	-1	-1	18
O=C(CN1CCN(S(=O)(=O)c2ccc(Cl)cc2)CC1)c1ccc(O)c(O)c1	.	-22	-3	1.7	1	27*	-3	.	-12
Cc1nc2sc(C(c3ccccc3)N3CCN(C)CC3)c(O)n2n1 (stereo unspecified)	2	5	-3	0.6	9	-4	-2	-20	-5
C[C@H](NC(=O)c1ccco1)C(=O)Nc1ccc(S(=O)(=O)N2CCCC2)cc1	4	7	-3	0.2	8	-2	-4	17	4
COc1cc(/C=N/NC(=O)CC#N)cc(Br)c1O	6	-2	-5	1.3	29	10	-9	12	-18
Clc1cccc(Cl)c1Cn1cc(Br)cn1	14	0	-7	-0.3	-6	5	-7	1	14
CC(=O)c1ccc(S(=O)(=O)N2CCN(S(=O)(=O)c3ccccc3C(F)(F)F)CC2)cc1	4	-1	-9	0.6	1	-2	-3	-3	-6
CCOC(=O)COn1c(=O)c(-c2ccc(Br)cc2)[n+]([O-])c2ccccc21	2	-3	.	0.5	2	3	-2	-7	-9
COc1ccc(-c2c(-c3cc(OC)cc(OC)c3)n(C)c3ccc(-c4ccc(OC)cc4F)cc23)cc1	4	-7	-20	-0.3	-28	12	0	22	13
COc1ccc(CC(=O)Nc2cccc(-c3cn4ccccc4n3)c2)cc1	7	15	-27	2.5	-11	-14	-8	34	2
CN(Cc1ccc(F)cc1)C(=O)COc1ccc2ccccc2c1	-1	25*	3	2.2	-10	-20	-11	-10	-15
Cc1ccc(S(=O)(=O)N2CCN(S(=O)(=O)N(C)C)CC2)cc1	6	-26	-4	-0.6	12	6	-1	-2	-9
O=C(N/N=C/c1ccccc1OC(F)F)C1=COCCO1	7	1	-1	0.3	7	1	-5	-1	-10
CCN1C(=O)c2ccccc2Sc2ccc(C(=O)O)cc21	-1	-14	-9	4.6	15	11	1	-14	-15
O=C(CS(=O)(=O)c1ccc(F)cc1)Nc1nccs1	0	-3	-17	0.5	-1	-4	0	-3	-1
CCN(c1ccc(NC(=O)COC(=O)CCc2nc3ccccc3n2-c2ccccc2)cc1)C(C)C	-2	9	-21	0.6	20	-15	-9	13	-6
O=C(c1cccc(Cl)c1)N1CCC2CC1c1cc(-c3ccccc3)ccc12 (stereo unspecified)	2	11	.	0.7	-13	-6	-3	-30	-4
Cc1cc(C)c(CN2CCC(N3CCC(C(=O)NCC4CCCO4)CC3)CC2)cc1C (stereo unspecified)	-1	-4	-17	0.5	23	4	-5	-3	-4
CCOC(=O)CSC1=C(C#N)C(c2ccc(F)cc2)C(C(C)=O)=C(C)N1 (stereo unspecified)	5	12	-14	1.9	-11	-13	-8	-4	-13
Cc1cc(=O)oc2cc(OC(C)C)ccc12	24	-5	-1	0.0	1	9	-6	4	4
C[C@H](CO)N1C[C@H](C)[C@@H](CN(C)S(=O)(=O)c2ccc(-n3cccn3)cc2)OCc2cn(nn2)CCCC1=O	2	-12	.	0.1	20	11	-6	-13	-15
O=C(CN1CCN(CN2C(=O)NC3(CCCCCC3)C2=O)CC1)Nc1cccc(F)c1	0	-3	4	0.1	-10	1	-5	-10	-10
CC(C)(C)c1ccc(OC(=O)c2ccccc2)cc1	27	-18	-1	0.4	9	17	-2	-3	-8
CCCc1ccc2c(N)c(C#N)sc2n1	5	-9	-12	-0.1	18	4	-7	-10	-20
O=C(COc1ccc2ccccc2c1Br)N1CCCCC1	.	1	10	0.6	4	1	-4	.	-2
CC1=C(C(=O)OCc2ccc3c(c2)OCO3)C(c2ccccc2)NC(=O)N1 (stereo unspecified)	5	3	-13	9.3	15	0	-2	26	-23
COc1ccc(CN2CC(C(=O)NCCN3CCOCC3)CC2=O)cc1 (stereo unspecified)	2	-22	-7	-0.5	15	10	-2	-5	-6
NC1=NC(c2cn[nH]c2-c2cccc(F)c2)n2c(nc3ccccc32)N1 (stereo unspecified)	0	6	13	0.4	19	0	-6	-3	-12
COc1cc(O)c(C(CC(=O)N2CCCC2)c2ccc(N(C)C)cc2)c(OC)c1 (stereo unspecified)	13	-5	-13	0.7	-2	5	-6	-6	-13
Cc1cccc(C)c1NC(=O)NC1(C(=O)NCC2CCCO2)CCCCC1 (stereo unspecified)	-3	4	0	-0.9	-24	13	1	-5	-3
CCC(CC)COC(=O)C(C#N)c1nc2ccccc2nc1N1CCOCC1 (stereo unspecified)	13	-5	-40	0.5	4	-9	-7	34	-14
COc1ccc(C(=O)N2CCC(C(=O)Nc3ccccc3OC)CC2)cc1	7	-3	10	0.4	23	6	-4	18	-9
Clc1ccccc1-c1cnc2sc(NCc3ccc4c(c3)OCO4)nn12	4	7	.	-0.1	-14	-4	0	-18	2
CC(C)(C)Cc1nc(-c2ccc(Cl)cc2)no1	13	-2	15	0.3	19	6	-5	2	-10
C=CCNC(=O)CN(Cc1ccccc1)S(=O)(=O)c1ccccc1	3	-9	-21	1.5	25	10	-4	-8	-10
Cc1ccc2c(c1)c1c(n2C)-c2[nH]ncc2CC1	2	-9	-1	0.2	-3	8	-4	-2	10
CC(C)n1c(=N)c(C(=O)NCCc2ccccc2)cc2c(=O)n3ccccc3nc21	-1	6	-18	-0.2	5	-14	-8	-2	-10
CCOC(=O)C1CCCN(Cc2ccc(OC)cc2OC)C1 (stereo unspecified)	6	-8	-3	0.8	15	9	-6	2	-7

Additional structures follow.
compound	TAAR1 agonist	CHRM1 antagonist	CHO parental Ca	M1 ag parental	CHO-K1 Ca PAM	M1 PAM	CHRM1 agonist	TAAR1 antagonist	CHO-K1 Ca antag
CC(=O)NS(=O)(=O)c1ccc(NC(=S)NC(=O)C(C)C)cc1	6	-39	1	0.0	7	8	-3	5	-10
COc1ccc(C(CNC(=O)c2ccc(S(=O)(=O)Nc3ccccc3F)cc2)N(C)C)cc1 (stereo unspecified)	4	-7	-11	1.3	21	3	-6	2	-8
O=S(=O)(c1ccc(C2=CSC3=NCCN23)cc1)N1CCOCC1	12	-33	5	0.4	11	9	-7	-3	-9
O=C(C(=O)N1CCN(c2ccc([N+](=O)[O-])cc2)CC1)c1cn(CC(=O)N2CCOCC2)c2ccccc12	1	-3	-9	1.3	7	5	-3	-20	4
Cc1cc2occ(CC(=O)NNC(=O)c3ccccc3F)c2cc1C	2	-7	2	2.4	7	3	-2	-25	-6
Cc1ccsc1/C=N/N=C/c1sccc1C	7	-8	-16	0.2	18	0	-4	9	-2
